# Assay outcomes: PubChem, National Center for Advancing Translational Sciences (NCATS)
# Tb PFK block: blocks T. brucei phosphofructokinase; AID 485367; O15648; T. brucei PFK, ADP-Glo luminescence; 330,000 tested, 0.17% active; Potency, µM (top dose mostly 57.5 µM), without a hit: top-dose activity, negative = inhibition, most hits filed as inhibitors;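 further: potency means the concentration at half of the fitted maximal effect; 0% = uninhibited 1x PFK enzyme wells and -100% = no-enzyme wells; nearly all actives have a fitted effect of over 60% in size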
# Target sequence (O15648 whole entry, looked up): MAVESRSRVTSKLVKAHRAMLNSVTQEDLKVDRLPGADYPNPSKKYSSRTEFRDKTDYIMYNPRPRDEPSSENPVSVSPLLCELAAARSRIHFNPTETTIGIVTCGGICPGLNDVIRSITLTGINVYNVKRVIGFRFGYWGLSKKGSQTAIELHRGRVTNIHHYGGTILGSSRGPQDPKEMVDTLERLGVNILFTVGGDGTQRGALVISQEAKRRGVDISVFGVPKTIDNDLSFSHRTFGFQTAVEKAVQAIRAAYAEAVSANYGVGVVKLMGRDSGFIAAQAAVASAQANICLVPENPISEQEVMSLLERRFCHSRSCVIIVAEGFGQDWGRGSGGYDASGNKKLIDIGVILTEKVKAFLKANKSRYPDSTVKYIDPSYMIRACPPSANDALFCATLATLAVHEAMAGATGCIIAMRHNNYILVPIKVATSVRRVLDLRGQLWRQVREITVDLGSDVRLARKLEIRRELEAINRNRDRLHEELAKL
#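 PFK 1.25 nM, F6P 0.5 mM, ATP 0.1 mM, 0.1 M TEA pH 8.0, 5 mM MgCl2, 0.01% Tween20, 0.1% BSA; 45 min RT. ADP-Glo readout. qHTS titration up to 57 uM; curves fitted, compounds curve-classed.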
# B2AR arrestin: beta2AR (human) beta-arrestin recruitment activity | P07550 | beta-arrestin recruitment to beta2AR, cell-based reporter | Potency, µM (doses to about 46.1 µM), for inactives: at the top dose activation, actives largely listed as activators | 330,000 tested, 0.02% active | AID 492947;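 further: potency means the concentration at half of the fitted maximal effect; 0% = DMSO controls and full agonism = EC100 isoproterenol or metaproterenol; nearly all actives have a fitted effect of over 65% in size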
# Menin-MLL TR inh: displaces Texas Red mutant MLL peptide from human menin; O00255; Menin + Texas Red MLL mutant peptide, fluorescence polarization; Potency, µM (titrated, usually from 61.6 µM), without a hit: at the highest dose FP activity change, negative = inhibition, most hits filed as inhibitors; 270,000 tested, 0.23% active; active means well fitted inhibition curve with a large enough effect in the polarisation, with a control signal flat, not every such curve was filed as active; inconclusive means small, poorly fitted or top-dose-only effect, or effect the other way, or a change in a side signal; inactive means no such curve, though single readings can be large or run the other way; the % refers to the polarisation; further: potency means the concentration at half of the fitted maximal effect; % of control where 0% means no effect; many of its hits are not listed in these tables
# BCR signal inh: blocks chronic active B-cell receptor signaling; ABC-DLBCL IkBa-CBG/CBR reporter, luminescence ratio, 4 h; Potency, µM (titrated, usually from 46.1 µM), for inactives: at the highest dose ratio change, negative = lower green/red ratio, usual class: inhibitors; 340,000 tested, 0.05% active; AID 493014; active means well fitted inhibition curve with a large enough effect in the signal ratio, with a control signal flat, not every such curve was filed as active; inconclusive means small, poorly fitted or top-dose-only effect, or effect the other way, or a change in a side signal; the % refers to the signal ratio;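 further: potency means the concentration at half of the fitted maximal effect; plate controls were basal doxycycline-induced cells for no effect and cells given 10 µM MG132 for full effect; MG132 reads +100%, hits lower the ratio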
#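 TMD8 human ABC-DLBCL cells with doxycycline-inducible IκBα–green luciferase fusion and unfused red luciferase, in 0.5% FBS medium; compounds up to 46 uM, 4 h at 37C. Green/red luminescence ratio, filter-overlap corrected, fitted to concentration-response curves.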
# Integrin act MD: activators of alpha7 integrin expression for muscular dystrophy | alpha7betagal myoblasts, beta-gal FDG fluorescence, 48 h | Potency, µM (highest dose often 38.3 µM), for inactives: at the top dose activation, actives largely listed as activators | 350,000 tested, 0.064% active;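 further: potency means the concentration at half of the fitted maximal effect; 100% = response of the positive control SU9516; nearly all actives have a fitted effect of over 60% in size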
#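 Alpha7betagal+/- myoblasts (passage 13) were plated 16-24 hr, then exposed to compounds (1:260 dilution of DMSO stock) for 48 hours at 37C. After MPER lysis, β-galactosidase reporter activity was read as FDG fluorescence (ex 480/em 540) after 30 minutes.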
# GALK inhibitor: galactokinase (human) inhibition | P51570 | Purified GALK, Kinase-Glo residual ATP luminescence | Potency, µM (doses to about 57.5 µM), for the others: at the top dose activity change, negative = inhibition, hits mostly inhibitors | 270,000 tested, 0.007% active; further: potency means the concentration at half of the fitted maximal effect; on the % scale 0 is the no-effect control and ±100 the full control effect
#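 Compounds were pin-transferred into ATP buffer (35 uM final), then GALK plus galactose (5 nM, 100 uM final) was added. After 1 h at room temperature, Kinase-Glo Plus was added and luminescence read after 10 min.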
# PKM2 act: activators of human pyruvate kinase M2 | purified PKM2, Kinase-Glo ATP luminescence, activation; response scale: 0% is enzyme alone, no compound | Potency, µM (titrated, usually from 57.5 µM), inactives show at the highest dose activation, hits mostly activators | 260,000 tested, 0.34% active | AID 1631; further: potency means the concentration at half of the fitted maximal effect; on the % scale 0 is the no-effect control and ±100 the full control effect; nearly all actives have a fitted effect of over 55% in size
#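 Purified hPK-M2 (>95% pure) converted ADP (0.1 mM final) to ATP with 0.5 mM PEP in 50 mM imidazole pH7.2, KCl, MgCl2, Tween 20, BSA; 1 h at room temperature. ATP detected by Kinase-Glo luminescence.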
# PTAP TSG101 blk: blocks PTAP/TSG101 interaction to inhibit HIV-1 budding; 340,000 tested, under 10 active; Fluorescence polarization, FITC-PTAP peptide / Tsg101 binding; Q99816; Potency, µM (doses to about 115 µM), for inactives: at the top dose activity change, negative = inhibition, most hits filed as inhibitors; active means well fitted inhibition curve with a large enough effect in the main read-out, with a control signal flat, not every such curve was filed as active; inconclusive means small, poorly fitted or top-dose-only effect, or effect the other way, or a change in a side signal; inactive means no such curve, though single readings can be large or run the other way; further: potency means the concentration at half of the fitted maximal effect; % of control where 0% means no effect
# Target sequence (Q99816 whole entry, looked up): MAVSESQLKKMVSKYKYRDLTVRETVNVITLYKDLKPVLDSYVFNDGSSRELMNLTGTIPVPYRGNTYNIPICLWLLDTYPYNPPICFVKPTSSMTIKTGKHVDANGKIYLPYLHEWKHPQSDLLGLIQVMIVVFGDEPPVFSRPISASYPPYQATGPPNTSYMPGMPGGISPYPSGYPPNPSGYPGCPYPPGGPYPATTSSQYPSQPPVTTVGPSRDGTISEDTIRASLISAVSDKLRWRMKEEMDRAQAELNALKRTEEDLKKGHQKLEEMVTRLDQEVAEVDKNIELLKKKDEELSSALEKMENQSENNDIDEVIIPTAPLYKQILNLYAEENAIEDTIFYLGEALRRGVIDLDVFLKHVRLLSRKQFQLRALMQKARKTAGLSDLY
#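 Fluorescence anisotropy tracks displacement of a FITC-tagged PTAP peptide (50 nM) from the Tsg101 binding domain (10 uM), following a 20 min room-temperature incubation at pH 7.5.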
# ASM inhibitor: inhibitors of human secretory acid sphingomyelinase; P17405; placental ASM, HMU-PC fluorogenic substrate, 60 min; Potency, µM (top dose mostly 57.5 µM), without a hit: at the highest dose activity change, negative = inhibition, actives largely listed as inhibitors; 340,000 tested, 0.006% active; AID 504937; further: potency means the concentration at half of the fitted maximal effect
#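 qHTS format. ASM enzyme prepared from human placenta hydrolyses the fluorogenic substrate HMU-PC0 (9 uM final) over 60 min at 37 °C after a 10 min compound preincubation.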
# Coupling enz: coupling enzyme interference in Giardia aldolase counter-screen; coupling enzyme system counterscreen, AmpLite Red fluorescence; activity change, negative = inhibition, % at 58.2 µM, hits read low; 290,000 tested, 0.67% active; in the data active means activity change below about -30%; further: on the % scale 0 is the no-effect control and ±100 the full control effect
#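 Final compound at 57.5 uM, incubated 10 min at RT with coupling enzyme reagent (glyceraldehyde-3-phosphate), then 20 min with substrate and AmpLite Red detection. Fluorescence read at 525/598 nm; tests interference with the coupling assay, not aldolase inhibition.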
# Giardia killer: Giardia lamblia killing. activity change, % at 7.66 µM, hits read low. Giardia lamblia trophozoite viability. 340,000 tested, 0.15% active. AID 540267; in the data active means activity change below about -80%; inconclusive means between about -30% and that limit;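 further: parasites exposed to compound for two days anaerobically before the ATP read; on the % scale 0 is the no-effect control and ±100 the full control effect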
#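 Giardia trophozoites, 100 cells per well, were exposed to compounds for 48 hrs at 37 deg C under anaerobic conditions; viability was then read as ATP content by bioluminescence after 15-30 min at room temperature.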
# * hit, by the source's call; ? = inconclusive; · = not tested or not shown; [ ] = remark or other dose. Unless noted, the call rests on the fitted dose curve; in most records, active means well fitted curve in the direction sought with a large enough effect; inconclusive means small, poorly fitted or top-dose-only effect, or another doubt; inactive means no such curve, though single readings can be large; an effect the other way counts as inactive or inconclusive. Not all compounds are listed; the hit share may differ from the screen's.
SMILES,Tb PFK block,B2AR arrestin,Menin-MLL TR inh,BCR signal inh,Integrin act MD,GALK inhibitor,PKM2 act,PTAP TSG101 blk,ASM inhibitor,Coupling enz,Giardia killer
COc1cc(C(=O)OCC(=O)Nc2cccc(S(=O)(=O)N3CCCC3)c2)ccc1OCC(C)C,-4%,-0.9%,·,-17%,-28%,·,·,-4%,-10%,·,20
Cc1ccccc1NC(=O)COC(=O)c1ccccc1SCC(=O)N1CCCC1,4%,-0.3%,·,-2%,16%,-5%,-5%,-2%,2%,·,7
Cc1nn(-c2ccccc2)c(Cl)c1C(=O)N1CCN(c2ncnc3c2cnn3-c2ccccc2)CC1,0%,-0.6%,-1%,-4%,-58%[inhibitor],3%,1%,-4%,-10%,1,1
O=C(NCCN1CCOCC1)C(=O)NCC1OCCCN1S(=O)(=O)c1ccc(F)cc1 (stereo unspecified),1%,0.4%,·,7%,?,-7%,-3%,·,-1%,·,-24
O=C(C(=O)N1CCCc2ccccc21)c1cn(CC(=O)N2CCOCC2)c2ccccc12,-1%,0.3%,4%,2%,-6%,-2%,4%,2%,-2%,0,-20
CC(=O)Oc1ccc(/C=N/NS(=O)(=O)c2ccc(C)cc2)c(OC(C)=O)c1,3%,-0.6%,5%,?,23%,-7%,-1%[11.5 µM],-9%,-4%,3,-9
COc1ccc(CNn2c(-c3cccc(C)c3)nc3ccccc3c2=O)cc1OC,2%,-0.2%,?,?,19%,0%,7%,-5%,-2%,1,26
CCC(=O)OCC(=O)Nc1ccc2c(c1)OCO2,-12%,0.1%,10%,4%,7%,-3%,-2%,0%,2%,-3,0
O=C(NC(=S)Nc1ccccc1Br)C1CCCCC1,4%,3.1%,·,10%,-3%,·,·,-11%,-1%,·,-9
COc1ccc(C/C(C)=N/NC(=S)Nc2ccccc2F)cc1,5%,?,?,?,10%,-1%,-9%,-3%,-2%,-6,-9
CCNC(=O)c1c(O)c2c([nH]c1=O)CCCC2,-5%,2.8%,·,8%,24%,6%,-1%,-3%,0%,-2,46[activator]
CN(Cc1ccccc1Br)C(=O)CN1C(=O)NC2(CCCCCC2)C1=O,0%,0.4%,·,-8%,-13%,·,·,-3%,1%,·,-5
O=S(=O)(c1ccccc1)c1cnc(-c2cccnc2)nc1-c1ccc(Cl)c(Cl)c1,0%,-0.4%,-27%,0%,-15%,-2%,2%,-4%,-1%,-1,-17
COc1ccc(CN(C)C(=O)c2cc(S(=O)(=O)NCc3ccccc3)ccc2C)c(OC)c1,3%,-0.2%,·,-8%,-13%,·,·,-6%,-1%,·,44[activator]
O=[N+]([O-])c1ccc(O)c(/C=N/Nc2ccccc2[N+](=O)[O-])c1,-3%,0.6%,?,?,?,1%,·,-2%,-1%,0,-6
O=C1c2ccccc2NC(c2ccccc2F)N1NS(=O)(=O)c1ccccc1 (stereo unspecified),-2%,-0.6%,12%,1%,0%,-1%,-2%,0%,29%,-2,7
CC(=O)NNC(=O)c1sc(=S)n2c1[nH]c(=O)c1sccc12,28%,0.2%,?,1%,5%,9%,-61%,-13%,-2%,0,-2
CN(C=[N+](C)C)c1cccc2c1C(=O)c1ccccc1C2=O,-13%,-1.5%,-11%,5%,9%,-1%,20%,-8%,0%,-10,9
CC1CN(Cc2nc3c(c(=O)[nH]c(=O)n3C)n2CC(N)=O)CC(C)O1 (stereo unspecified),-3%,0.0%,1%[11.7 µM],3%,9%,3%,-16%,-3%,2%,0,-5
CCC(C(=O)NC(C)(C)C)N(C(=O)Cn1nnc(-c2cccs2)n1)c1cnc2ccccc2c1 (stereo unspecified),2%,-0.3%,7%,8%,-5%,-2%,-2%,5%,-1%,1,6
Cc1c(C(=O)Nc2nc(-c3ccccn3)cs2)oc2ccccc12,?,-0.2%,·,9%,-28%,·,·,-14%,-13%,·,-19
NC(=O)c1ccc[n+](CC(=O)c2ccccc2)c1,16%,-0.7%,·,?,25%,-3%,9%,-2%,-9%,1,-1
NC(=O)C1CCN(C(=O)COc2cccc3ccccc23)CC1,-3%,-0.5%,1%,?,24%,1%,-7%,-9%,-1%,3,-3
CC(C)c1nnc(N2C(=O)c3oc4ccccc4c(=O)c3C2c2ccco2)s1 (stereo unspecified),1%,-0.2%,-9%,-10%,12%,-5%,-7%,0%,-1%,1,0
CC(C)Oc1ccc(S(=O)(=O)N2CCOCC2)cc1NC(=O)C1CSC2(C)CCC(=O)N12 (stereo unspecified),3%,-0.4%,·,-3%,12%,·,·,-6%,0%,·,28
COc1ccc(-n2c(Cn3nnc4ccccc43)nnc2SCC(=O)O)cc1,2%,-0.1%,-1%,2%,15%,8%,8%,-1%,0%,5,-16
COc1ccc(S(=O)(=O)N(C)c2ccc(C(=O)NCc3ccccn3)cc2)cc1,0%,0.6%,·,?,14%,-3%,3%,-1%,·,·,-8
CCn1nnnc1SCC(=O)N1CCCCC1,0%,-0.1%,·,0%,2%,·,·,-5%,7%,·,-22
COC(=O)c1c(C)[nH]c(C)c1-c1ccc([N+](=O)[O-])cc1,0%,-0.3%,?,-19%,12%,1%,0%,-1%,-7%,-2,29
Cc1ccc(CNc2nc(-c3cccnc3)nc3ccccc23)cc1,-3%,0.0%,37%[activator],?,-51%[inhibitor],5%,8%,-9%,-4%,1,-14
Cc1ccc(C(CC(=O)O)C2CCOC(C)(C)C2)cc1 (stereo unspecified),0%,0.3%,-5%,20%,-2%,2%,-1%,-4%,2%,7,-5
O=C(O)/C=C\C(=O)Nc1ccc(F)c(F)c1F,3%,-0.4%,·,4%,-3%,-1%,0%,-4%,-1%,6,28
Cn1c2ccccc2c(=O)c2ccc(C#CC3(N)CCCCC3)cc21,1%,-0.7%,-13%,?,-2%,·,-5%,-4%,·,-3,6
Cn1c(CO)cnc1SCc1c(Cl)cccc1Cl,3%,-1.0%,7%,-1%,10%,3%,21%,-3%,8%,-7,14
COc1ccc(Nc2nnc(SCC(=O)/C=C3/N(C)c4ccccc4C3(C)C)s2)cc1,-4%,-1.0%,-4%,?,-38%,-1%,5%,-5%,-4%,-6,-8
Cc1c(Cl)cccc1NC(=O)c1cc(-c2ccco2)on1,0%,-0.8%,4%,?,5%,9%,0%,2%,4%,0,-11
CC1(C(=O)NCc2ccccc2)Oc2ccccc2NC1=O (stereo unspecified),-2%,0.0%,·,-1%,-3%,-1%,1%,-5%,4%,3,-6
CCCn1nnnc1NC(=O)c1cc(Cl)ccc1Cl,10%,-0.3%,-6%,3%,18%,1%,-1%,-4%,2%,2,-17
CCOc1ccc(OCCC(=O)Nc2ccc3c(c2)OCO3)cc1,0%,-0.4%,·,10%,3%,·,·,1%,-3%,·,-6
CC(C)(C)C1=NN=C2c3ccccc3C(=O)C21 (stereo unspecified),0%,-0.6%,38%[activator],-6%,-11%,10%,-1%,-3%,-9%,8,10
O=C(CN1C(=O)C2C3C=CC(C4CC34)C2C1=O)Nc1cnc2ccccc2c1 (stereo unspecified),0%,-0.1%,10%,5%,-25%,-3%,5%,1%,-5%,2,?
CS(=O)(=O)N1CCC(C(=O)Nc2cccc(Cl)c2Cl)CC1,0%,0.1%,9%,4%,37%,4%,2%,-5%,30%,2,-8
CN(C)S(=O)(=O)c1ccc2c(c1)nc(CCC(=O)NCc1ccc(Cl)cc1)n2C,7%,0.3%,-11%,-1%,3%,-2%,1%,2%,-1%,1,-7
CC1CCc2c(sc3ncn(CCO)c(=O)c23)C1 (stereo unspecified),-1%,0.1%,-1%,-7%,-28%,4%,6%,0%,0%,-1,-15
Cn1nc(C(F)(F)F)c(-c2ccc(Br)cc2)c1NC(=O)c1nccnc1C(=O)O,-2%,0.4%,·,12%,22%,·,-2%,-2%,4%,16,-6
CSc1ccccc1NC(=O)CN1CCN(S(=O)(=O)c2ccccc2[N+](=O)[O-])CC1,0%,0.1%,·,?,-17%,·,·,-2%,-2%,·,18
CCOCCCn1c(SCC(=O)NC2CCCC2)nc2ccccc2c1=O,-1%,-0.7%,·,-2%,4%,-4%,·,-9%,-1%,·,68[activator]
